High-throughput results: PubChem BioAssay, several laboratories
UBC9 SUMO inh: blocks human SUMOylation mediated by UBC9; P63279; hit rate 0.36% among 290,000; AID 2006; HTRF SUMOylation assay, SAE1/SAE2 + UBC9, in vitro; inhibition, % at 35 µM; in the data active = inhibition above about 50%, passing the limit was not always enough; note: strong numbers were not always called active
Target sequence (P63279 whole entry, looked up): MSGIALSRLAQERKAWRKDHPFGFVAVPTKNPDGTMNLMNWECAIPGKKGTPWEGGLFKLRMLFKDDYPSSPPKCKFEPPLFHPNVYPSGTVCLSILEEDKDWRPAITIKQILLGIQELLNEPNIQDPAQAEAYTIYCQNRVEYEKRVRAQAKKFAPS
VIM-2 inhibitor: blocks Pseudomonas aeruginosa VIM-2 metallo-beta-lactamase. purified VIM-2, nitrocefin hydrolysis, epi-absorbance fluorescence. inhibition, % at 5.6 µM. hit rate 0.89% among 290,000;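 active = inhibition above the mean of all tested compounds plus 3 SD, cutoff set per screening run, cut at about 7.5% in these data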;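 note: red hydrolysis product quenches plate fluorescence so inhibitors raise well fluorescence; 0% = enzyme with DMSO and 100% = DMSO without enzyme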
NS3 helicase inh: blocks Hepatitis C virus NS3 helicase unwinding; inhibition, % at 10.9 µM; AID 1800; NS3 helicase DNA unwinding, Cy5 molecular beacon fluorescence; hit rate 0.56% among 290,000;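 active = inhibition above the mean of all tested compounds plus 3 SD, set per campaign, cut at about 35% in these data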;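 note: 0% = DMSO wells and 100% = thioflavine S control wells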
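Measured by: Cy5 fluorescence, 0 and 60 min reads / Assay system: NS3 helicase fragment of HCV / Control set: low DMSO, high thioflavine S at 110 µM / Times: 1 h reaction at 25 °C, ATP-initiated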
IDE act: boosts human insulin-degrading enzyme activity in HEK cells; P14735; FAbeta-B cleavage, fluorescence polarization; 0% vehicle, 100% cell-free pure enzyme wells; activation, % at 5.96 µM; hit rate 0.073% among 340,000;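 active = activation above the mean of all tested compounds plus 3 SD, set per screening campaign, cut at about 17% in these data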
p-CIP stab down: lowers stability of the mouse p/CIP coactivator protein | F442A p/CIP-EGFP cells, EGFP fluorescence, 16 h | decrease of EGFP signal, % at 10 µM | hit rate 0.01% among 290,000 | AID 1984;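 active = EGFP signal decrease of at least 30% at 10 µM or well 3 SD below plate mean, unless failing retest; inactive = the rest, including hits failing retest or dose response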; note: some compounds called inactive have numbers as strong as hits; many of its hits are not listed in these tables
GalR3 antag: blocks the human galanin receptor 3; O60755; HEK293 GalR3-CNG cAMP membrane potential fluorescence; galR3 body fused to GalR1 C-terminus; inhibition, % at 3 µM; hit rate 0.44% among 360,000; AID 651719;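 active = inhibition above the screen-wide average plus 3 SD, cut at about 13% in these data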;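 note: forskolin and galanin both at EC90 stimulate the cells; cAMP rise reported by CNG channel membrane potential dye signal; 0% = forskolin plus galanin with DMSO and 100% = forskolin alone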
Target sequence (O60755 1-299 limits assumed): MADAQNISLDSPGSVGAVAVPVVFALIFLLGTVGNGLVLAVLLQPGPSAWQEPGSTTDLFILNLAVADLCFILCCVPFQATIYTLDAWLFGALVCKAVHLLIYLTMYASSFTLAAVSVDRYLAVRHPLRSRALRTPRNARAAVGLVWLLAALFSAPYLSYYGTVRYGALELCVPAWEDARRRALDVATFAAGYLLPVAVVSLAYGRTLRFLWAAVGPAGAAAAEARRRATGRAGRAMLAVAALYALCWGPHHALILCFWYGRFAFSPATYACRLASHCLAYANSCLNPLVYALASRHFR
CRFR2-BP antag: CRF-BP/CRF-R2 complex antagonism; HEK293 CRF-R2/CRF-BP, CRF-induced calcium fluorescence; inhibition, % at 11.8 µM; hit rate 0.59% among 350,000;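 active = inhibition of the ligand-induced calcium signal above about 50% at the single tested concentration, limit read from the data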
IDE inh: inhibitors of human insulin-degrading enzyme in cells; P14735; HEK cells, FAbetaB cleavage, fluorescence polarization; inhibition, % at 5.59 µM; hit rate 0.41% among 320,000; AID 434962;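 active = percent inhibition above the average of all tested compounds plus 3 SD, set per screening campaign, cut at about 16% in these data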;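 note: IDE supplied by intact live HEK cells; FP after avidin binding of uncleaved biotin substrate so inhibition keeps polarization high; 0% = DMSO wells and 100% = 60 µM reference IDE inhibitor Ii1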
IMP-1 inhibitor: blocks Pseudomonas aeruginosa IMP-1 metallo-beta-lactamase; purified IMP-1, nitrocefin hydrolysis, epi-absorbance fluorescence; inhibition, % at 5.6 µM; hit rate 0.45% among 290,000; AID 1556;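 active = inhibition above the mean plus 3 SD of all compounds in the same screening run, cut at about 4.5% in these data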;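 note: 0% = IMP-1 with DMSO and 100% = DMSO wells lacking enzyme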
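System: purified IMP-1 / Input: IMP-1 dispensed at 0.2 nM / Medium: 50 mM HEPES pH 7.1, 50 µM ZnSO4, 0.05% Brij 35 / Timing: 15 min enzyme–compound preincubation, then 25 min nitrocefin reaction, 25 °C / Technique: plate fluorescence quenching by hydrolysis product, ex 480/em 530 nm / Repeats: singlicate testing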
An asterisk follows results filed as active; · = no result given.

UBC9 SUMO inh	VIM-2 inhibitor	NS3 helicase inh	IDE act	p-CIP stab down	GalR3 antag	CRFR2-BP antag	IDE inh	IMP-1 inhibitor	Structure
13	-1.5	-7	0	-1	3	6	1	-2.1	CC1(C)Cc2cccc(OCC(=O)NCCOc3ccccc3)c2O1
18	-5.6	10	3	-6	-5	-8	0	-2.1	O=C(Cn1nc(C(F)F)cc1C(F)F)NNC(=S)Nc1ccc(F)cc1
·	·	·	-1	·	-7	15	-2	·	Cc1ccc(S(=O)(=O)N2CCN(C(=O)COC(=O)CCOc3cc(C)ccc3C)CC2)cc1
15	3.0	-1	-2	-8	-6	-9	-2	0.5	CC(OC(=O)c1nn(C)c(=O)c2ccccc12)C(=O)NCc1ccc2c(c1)OCO2 (centres undefined)
21	1.5	-5	3	-9	-3	1	-2	-2.6	Cn1nnnc1NCc1ccccc1F
-12	-3.0	4	1	-5	-1	10	2	-2.7	CCSc1ncc(C#N)c(=O)[nH]1
-15	-2.1	-7	1	0	-1	3	2	-1.9	Cc1cc(C)cc(NC(=S)N(CCN(C)C)Cc2cccs2)c1
6	-0.7	2	6	-13	3	-2	0	-2.4	O=c1cc(CSc2n[nH]c(-c3ccncc3)n2)nc2sccn12
7	0.0	18	1	-3	-11	16	5	-1.0	COc1cc(/C=N/NC(=O)c2ccncc2)ccc1OCC(=O)Nc1cccc([N+](=O)[O-])c1
40	2.9	-3	4	1	-11	-12	-1	-1.4	COc1ccc(-c2cc(C(F)(F)F)nc(SCC(N)=O)n2)cc1
-3	-2.3	-6	2	1	-5	-10	4	-2.9	c1ccc2sc(SCSc3nc4ccccc4s3)nc2c1
-11	1.0	12	-1	9	-6	9	2	0.5	Cc1oc(-c2ccccc2)nc1C(=O)N1CCN(c2ccc(F)cc2)CC1
5	-1.0	-3	3	5	-6	14	2	-3.4	CC1CCCC(C)N1C(=O)COc1ccccc1F (centres undefined)
20	0.0	9	-4	-12	-7	-7	0	-1.7	Cc1ccc2nc3c(c(C(=O)OC4CCOC4=O)c2c1)CCCC3 (centres undefined)
24	0.2	2	-1	8	-2	4	3	-1.2	COc1ccc(OC)c(C(=O)c2coc3ccc(O)c(CN(C)C)c23)c1
9	-1.3	-15	-12	-8	98*	-24	9	-1.9	Cc1nc(-c2ccc(C(=O)Nc3cccc(Br)c3)cc2)cs1
6	-2.6	-7	-4	7	-1	11	-5	-2.8	CCOC(=O)c1c(NC(C)=O)sc(C(=O)NC2CCCC2)c1C
-11	-2.2	-3	-3	-5	-3	27	7	-3.5	N#Cc1cn(CCCOc2ccccc2)c2ccccc12
·	·	·	0	·	3	3	4	·	COc1ccc([C@@H]2[C@@H]3C(=O)N(C(C)(C)C)C(=O)[C@@H]3[C@]3(Cc4ccc(Cl)cc4)C(=O)N(c4cccc(F)c4)C(=O)N23)cc1
9	-2.1	7	1	1	-8	-12	5	-3.5	O=C(c1cccc(F)c1)N1CCCC(C(=O)N2CCCCCC2)C1 (centres undefined)
-1	0.1	1	4	-1	4	16	2	-2.3	O=C(NCc1ccccc1Cl)c1ccc(CS(=O)Cc2ccc(Cl)cc2)o1 (centres undefined)
2	18*	-50	5	-9	-6	-11	-4	-2.0	CCN1CCN(c2ncc(C(=O)Nc3ccccc3C(=O)OC)c3ccccc23)CC1
7	9.3*	2	0	8	-9	1	3	-0.6	CCN1CCN(C(=O)Cn2nc(C)c3sc4ccccc4c3c2=O)CC1
2	-0.3	0	3	-8	-13	-7	1	-0.8	CC1CCCC(C)N1C(=O)Cn1nnc(-c2ccccc2)n1 (centres undefined)
-2	-3.1	-17	4	1	1	-1	0	-3.3	N#CC1(c2ccccc2)CCC(=O)N1c1ccccc1 (centres undefined)
27	0.5	1	3	-2	-1	-9	3	-3.0	Cc1[nH]c2ccccc2c1-c1ccc(Cl)nn1
47	1.4	3	-3	-5	7	-15	7	-1.3	COc1ccc(/C=N/OCC(=O)N=Nc2c(O)[nH]c3ccc(Br)cc23)cc1OC
18	1.5	10	1	-15	-6	4	-1	2.1	CC(C)CC1CCCCC1OC(=O)C[N+]1(C)CCCCC1 (centres undefined)
7	-0.7	-3	·	5	·	·	·	0.6	Cc1nc2cc(-c3ccccc3)nn2c(C)c1CCC(=O)N1CCN(c2ccccn2)CC1
12	-1.2	0	6	-18	-6	-19	-1	-2.8	O=P(Cc1cc(Br)cc(Br)c1OCCO)(c1ccccc1)c1ccccc1
-3	-1.6	2	2	-4	-12	0	-3	-2.2	CCCCN(C(=O)CCC(=O)Nc1cc(C)on1)C(C(=O)NC1CCCC1)c1ccc(OCC)cc1 (centres undefined)
-8	-0.8	10	2	4	-6	7	7	-2.3	CC(C)NC(=O)NC(=O)COC(=O)CCOc1ccccc1

Results in IDE inh, IMP-1 inhibitor and p-CIP stab down, for some of the entries so far:
structure | IDE inh | IMP-1 inhibitor | p-CIP stab down
Cc1nc2cc(-c3ccccc3)nn2c(C)c1CCC(=O)N1CCN(c2ccccn2)CC1 | · | 0.6 | 5
COc1ccc(/C=N/OCC(=O)N=Nc2c(O)[nH]c3ccc(Br)cc23)cc1OC | 7 | -1.3 | -5

Additional structures:
UBC9 SUMO inh	VIM-2 inhibitor	NS3 helicase inh	IDE act	p-CIP stab down	GalR3 antag	CRFR2-BP antag	IDE inh	IMP-1 inhibitor	Structure
11	2.0	-1	2	-4	-5	-6	-4	0.5	O=C(CSc1nnnn1-c1ccc(O)cc1)c1cc2ccccc2o1
-3	1.4	11	-2	-9	-4	-8	2	-0.5	O=C(O)COc1ccccc1/C=C1\SC(=S)N(/N=C/c2ccccc2O)C1=O
6	-1.6	2	6	-14	-4	-27	0	-0.8	COc1cc(NC(=O)Cn2c(=O)n(-c3cccc(C)c3)c(=O)c3c(C)c(C)sc32)cc(OC)c1
9	-5.5	-28	0	-24	-6	-2	-7	-3.3	CCCC(c1nnnn1C(C)(C)C)N1CCN(Cc2ccccc2)CC1 (centres undefined)
18	2.2	-3	3	2	0	13	-7	-0.9	Fc1ccccc1NC(=S)NC1CCCC1
11	-1.9	1	2	-16	-3	11	-3	-2.6	Cc1nnsc1C(=O)Nc1ccc(Cl)cc1Cl
-7	1.1	1	5	6	-9	61*	6	-3.7	O=[N+]([O-])c1cccnc1Sc1ccc(Cl)cc1
-18	-0.3	-9	2	29	-11	13	-3	-2.8	CSc1ccc(CNCc2ccco2)cc1
18	-3.1	5	6	-12	-4	0	3	-4.2	O=C(O)c1cccc(S(=O)(=O)NCC2CCCO2)c1 (centres undefined)
·	·	·	-2	·	-4	-8	5	·	COc1ccc(C(=O)COC(=O)c2c(C)noc2C)cc1Cl
13	-3.2	-1	2	-7	-5	-9	-11	-2.2	O=C(CNC(=O)c1ccccc1)OCc1nnc(-c2ccc(Cl)cc2)o1
-9	-0.1	-8	3	1	-1	14	-2	-1.1	COc1ccc(CCN2CC(C(=O)NCc3nc4ccccc4n3C)CCC2=O)cc1 (centres undefined)
-4	-0.7	2	2	4	-3	6	0	-1.9	O=C1CC(c2ccccc2)CC(O)=C1C=NCC1CCCO1 (centres undefined)
·	·	·	0	·	-8	8	4	·	CCOC(=O)[C@H]1[C@H]2COc3ccc(C)cc3[C@@H]2N2C(=O)c3ccccc3NC(=O)[C@@]12C
4	-0.3	2	4	-42	1	-7	-1	-1.7	Cc1ccc(C(=O)NC(C)c2ccncc2)o1 (centres undefined)
7	-3.1	4	-1	14	-1	11	8	1.0	CCC(=O)NC(O)C(=O)c1ccc(C)cc1 (centres undefined)
17	1.2	15	1	-5	-4	0	1	-0.7	CCC(OC(=O)c1nsc(Cl)c1Cl)C(=O)NCc1ccco1 (centres undefined)
2	-2.0	-19	0	0	-5	7	1	-2.5	Cc1nonc1OCCNCCNc1ccccc1[N+](=O)[O-]
-15	-4.8	-12	2	9	-4	-1	-4	-3.2	CCCn1c(NCc2c[nH]c3ccccc23)nc2ccccc21
-11	-3.0	-3	-1	-1	-2	7	2	-1.4	Cc1ccc(C2=CSC3=NCCN23)c(C)c1
7	-3.4	15	2	0	-2	-21	-2	-3.1	C/C(=N/NC(=O)c1ccc(C)nc1)c1ccc2c(c1)CCCC2
·	·	·	-5	·	-6	9	3	·	CCOC(=O)c1c(NC(=O)COC(=O)c2nc(Cl)ccc2Cl)sc(C(=O)NC)c1C
·	·	·	-6	·	-5	-12	14	·	COc1ccc(OC)c(NC(=O)COC(=O)CCc2ccc(S(=O)(=O)N3CCOCC3)cc2)c1
-6	-6.7	-1	2	3	-1	-9	5	-2.2	Cc1cc(C)nc(NC(=O)COc2cc(Cl)cc(Cl)c2)n1
11	-3.4	-2	8	-6	-7	-5	3	-1.3	COc1ccccc1Oc1nnnn1-c1ccc(C(N)=O)cc1
10	-3.3	8	2	-6	-6	-8	0	-1.2	O=C(COc1ccccc1F)Nc1ccc2c(c1)OCCO2
·	·	·	2	·	-5	-20	-2	·	CC(C)CC(=O)Nc1ccc(C(=O)COC(=O)Cc2n[nH]c(=O)c3ccccc23)cc1
·	·	·	6	·	-6	13	1	·	O=C(COC(=O)C1CC1)Nc1ccc(Cl)cc1Cl
7	13*	-1	4	2	-3	-3	5	-0.9	Cc1cc(=O)oc2c(C)c(OCC(=O)NC3CCN(Cc4ccccc4)CC3)ccc12
-2	-0.8	0	4	1	-3	0	6	-7.2	O=C(CN1CCN(S(=O)(=O)c2ccc(Cl)cc2)CC1)NC(=O)NC1CCCCC1
12	-0.6	-3	-1	9	-8	5	-6	-1.6	Cc1ccc(C(=O)NC2CCN(CC(=O)Nc3c(C)cc(C)cc3C)CC2)cc1
0	-2.4	0	3	6	3	-7	2	-2.2	O=C(O)c1cc2ncc(CCO)cn2n1
0	-1.6	3	1	1	-11	17	10	-3.3	COC(=O)c1ccc(S(=O)(=O)c2ccc([N+](=O)[O-])cc2)cc1
14	0.3	7	5	-2	-1	-13	-1	2.6	O=C(CCN1CCOCC1)N/N=C/c1cc(Br)cc(Br)c1O
·	·	·	3	·	-4	-5	-3	·	CCOC(=O)C1CCCN(C(=O)c2ccc(S(=O)(=O)Nc3ccccc3OC)cc2)C1 (centres undefined)
16	-3.5	10	4	-6	-2	1	5	-2.6	CCOC(=O)/C=C(\C)N1N=C(c2ccccc2)CC1c1ccccc1 (centres undefined)
12	-4.7	-1	-2	-14	2	21	1	-2.7	CCOc1ncccc1C(=O)OCC(=O)Nc1cccc(C(C)=O)c1
·	·	·	2	·	2	10	4	·	Cc1cc(C(=O)Nc2cc(S(C)(=O)=O)ccc2Cl)c(C)o1
·	·	·	2	·	-7	4	-1	·	O=C(COC(=O)c1nc(Cl)ccc1Cl)NCc1ccc(Cl)cc1

Full records, looked up by structure.
Shown for CCOC(=O)/C=C(\C)N1N=C(c2ccccc2)CC1c1ccccc1 (centres undefined) : UBC9 SUMO inh: 16; VIM-2 inhibitor: -3.5; NS3 helicase inh: 10; IDE act: 4; p-CIP stab down: -6; GalR3 antag: -2; CRFR2-BP antag: 1; IDE inh: 5; IMP-1 inhibitor: -2.6
Shown for CCOc1ncccc1C(=O)OCC(=O)Nc1cccc(C(C)=O)c1 : UBC9 SUMO inh: 12; VIM-2 inhibitor: -4.7; NS3 helicase inh: -1; IDE act: -2; p-CIP stab down: -14; GalR3 antag: 2; CRFR2-BP antag: 21; IDE inh: 1; IMP-1 inhibitor: -2.7
